High-throughput results from PubChem.
BioA inh – M. tuberculosis BioA enzyme inhibitors, primary screen, biochemical, plate reader, single point, HTS; purified M. tuberculosis BioA enzyme; inhibition, % at 9.99 µM; hit rate 0.096% among 360,000; in the data active = inhibition above about 40%; inconclusive = no clear call, values can overlap the other calls
Anthrax LF inh2 – Bacillus anthracis LF protease inhibitors, primary screen, biochemical, multiplex microsphere, MLPCN library; multiplex microsphere protease cleavage assay; inhibition, % at 10 µM; hit rate 0.12% among 360,000; AID 588501, 2011; also: plate controls were buffer without enzyme for full effect and enzyme alone for no effect
GDH-TPI counter – GDH-TPI coupling enzyme inhibitors, primary screen, artefact control for M. tuberculosis FBA inhibitor project, biochemical, absorbance, full deck. inhibition, % at 4.8 µM. hit rate 1.2% among 360,000. AID 588335, 2011. GDH-TPI coupled enzyme counterscreen, NADH absorbance; in the data active = inhibition above about 30%;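 also: 0% = DMSO wells and 100% = wells lacking the enzyme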
Mtb FBA inh – Mtb FBA enzyme inhibitors, primary screen, biochemical, fluorescence, strain H37Rv; Fructose-bisphosphate aldolase (Mycobacterium tuberculosis (strain ATCC 25618 / H37Rv)), …; purified M. tuberculosis FBA, fluorescence read-out; inhibition, % at 1 µM; hit rate 2.3% among 360,000; in the data active = inhibition above about 27%;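 also: 0% = vehicle and 100% = reference inhibitor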
Target sequence (P9WQA3 whole entry, looked up): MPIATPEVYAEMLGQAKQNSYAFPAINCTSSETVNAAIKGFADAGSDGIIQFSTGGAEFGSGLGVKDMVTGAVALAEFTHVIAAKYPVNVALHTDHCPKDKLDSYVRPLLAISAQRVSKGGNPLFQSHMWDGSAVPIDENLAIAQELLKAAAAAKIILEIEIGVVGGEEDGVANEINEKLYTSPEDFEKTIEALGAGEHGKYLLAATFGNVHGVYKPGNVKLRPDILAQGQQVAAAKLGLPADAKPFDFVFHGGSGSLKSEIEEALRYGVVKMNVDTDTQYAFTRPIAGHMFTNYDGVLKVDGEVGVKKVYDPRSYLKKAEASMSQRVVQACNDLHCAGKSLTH
BoNT F protease – BoNT/F light chain protease inhibitors, primary screen, biochemical, flow cytometry, MLPCN library; Botulinum neurotoxin type F light chain protease (Clostridium botulinum); Multiplex microsphere protease cleavage assay; inhibition, % at 10 µM; hit rate 0.22% among 360,000; AID 588497, 2011; in the data active = inhibition above about 35%, passing the limit was not always enough; inconclusive = no clear call, values can overlap the other calls; also: plate controls were buffer without enzyme for full effect and enzyme alone for no effect
BoNT A protease – BoNT/A light chain protease inhibitors, primary screen, biochemical, flow cytometry, MLPCN library; Botulinum neurotoxin type A light chain protease (Clostridium botulinum A str. ATCC 3502); multiplex microsphere protease substrate cleavage; inhibition, % at 10 µM; hit rate 0.17% among 360,000; also: plate controls were buffer without enzyme for full effect and enzyme alone for no effect
UGM FP inh – M. tuberculosis UGM enzyme inhibitors, primary screen, biochemical, fluorescence polarization, single point | inhibition, % at 10 µM | hit rate 0.06% among 320,000 | AID 504406, 2011 | UDP-galactopyranose mutase (Mycobacterium tuberculosis (strain ATCC 25618 / H37Rv)), … | purified UGM, fluorescence polarization probe displacement; in the data active = inhibition above about 10%, passing the limit was not always enough; inconclusive = no clear call, values can overlap the other calls
Target sequence (P9WIQ1 whole entry, looked up): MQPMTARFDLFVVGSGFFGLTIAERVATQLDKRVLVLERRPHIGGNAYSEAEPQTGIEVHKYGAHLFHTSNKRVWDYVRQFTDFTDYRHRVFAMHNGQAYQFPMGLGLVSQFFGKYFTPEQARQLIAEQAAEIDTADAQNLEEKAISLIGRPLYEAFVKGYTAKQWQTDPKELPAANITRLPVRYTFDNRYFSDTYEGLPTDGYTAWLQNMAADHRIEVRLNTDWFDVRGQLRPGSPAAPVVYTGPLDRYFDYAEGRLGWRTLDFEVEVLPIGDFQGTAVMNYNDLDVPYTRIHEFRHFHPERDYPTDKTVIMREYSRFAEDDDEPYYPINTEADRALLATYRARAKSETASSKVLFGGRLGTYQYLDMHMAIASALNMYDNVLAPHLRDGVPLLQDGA
PfHsp40 yeast – rescue of yeast from PfHsp40 toxicity, primary screen, S. cerevisiae, ATP luminescence. S. cerevisiae expressing PfHsp40, growth rescue. AID 504582, 2011. hit rate 0.68% among 340,000. growth rescue, % at 12.5 µM; in the data active = growth rescue above about 28%, passing the limit was not always enough; inconclusive = no clear call, values can overlap the other calls;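 also: yeast W303a lacking pdr1 and pdr3 grown in galactose medium; growth measured after three days at 30 °C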
FadD28 FP inh – inhibitors of FadD28 bisubstrate probe binding, primary screen, biochemical, fluorescence polarization, single point. Mycobacterium tuberculosis FadD28 fatty-acid-AMP ligase. inhibition, % at 12.5 µM. hit rate 0.22% among 360,000. AID 588549, 2011; in the data active = inhibition above about 8.5%, passing the limit was not always enough; inconclusive = no clear call, values can overlap the other calls
An asterisk follows results filed as active; ? = inconclusive; · = no result given. Rule as the data show it, unless noted: active = inhibition above about 30%; inconclusive = no clear call, values can overlap the other calls; inactive = below that. Not a hit list; about 4.7% have a hit in one of these screens.

SMILES	BioA inh	Anthrax LF inh2	GDH-TPI counter	Mtb FBA inh	BoNT F protease	BoNT A protease	UGM FP inh	PfHsp40 yeast	FadD28 FP inh
N#Cc1ccc2ccn(CC(=O)NCc3ccco3)c2c1	-4.5	-6	2	8	?	0.6	2.4	-1.7	-3.8
COc1cccc(C2(c3cccc(OC)c3)CC2C(=O)Nc2ccccc2Cl)c1 (configuration not stated)	1.0	-6	-4	7	-12	-0.8	-0.7	-1.2	-2.0
COCCNC(=O)[C@@H]1CSC2c3ccc(OC)c(OC)c3C(=O)N21 (some centres not stated)	-0.1	-11	0	5	16	-2.7	-0.5	-0.9	·
CC1=C(C(=O)N(C)C)CC(CC(=O)NCCN2CCOCC2)C(=O)N1CCC1=CCCCC1 (configuration not stated)	-2.5	-4	13	1	-8	-0.3	·	·	0.5
CCOc1cc(C(=O)N2CCC3(CC2)OCCO3)cc(OCC)c1OCC	·	-4	1	0	11	0.3	-0.1	0.4	-2.7
Cc1cccc(OCCn2cnc(Cl)c2Cl)c1	0.3	2	5	0	-2	-0.3	-2.0	5.8	0.5
Cc1cc(C)cc(NC(=O)CSc2nc3nc(C)cc(C)n3n2)c1	5.7	-4	10	5	-9	0.3	3.2	-0.6	-0.1
Cc1ccc(N(C(C)C(=O)N2CCN(Cc3ccccc3)CC2)S(C)(=O)=O)cc1 (configuration not stated)	-2.0	-7	5	2	9	-1.1	1.9	-0.7	-0.5
COc1ccc(CC(=O)OCC(=O)NC2CCCC(C)C2C)cc1 (configuration not stated)	-0.5	0	8	-3	6	-0.2	0.2	-0.9	-2.3
CN(CCOc1ccc(Cl)cc1)c1ccc(S(=O)(=O)N2CCCCC2)cn1	-0.8	-4	6	-1	-6	?	-1.8	0.0	-3.7
O=C(CNS(=O)(=O)c1ccc([N+](=O)[O-])cc1)N/N=C/c1ccc(O)cc1O	-2.1	-2	16	0	0	0.7	3.2	-0.2	22*
CC[C@H](C)[C@@H](CO)NC(=O)[C@H]1O[C@@H](n2ccc(N)nc2=O)[C@H](O)[C@@H]1O	-0.6	-5	·	4	4	-0.1	·	·	-0.4
O=C(N1CCOCC1)C12CC3CC(C1)CC(c1ccccc1)(C3)C2	0.8	4	5	-2	19	1.8	-1.7	-0.3	-2.7
CCOc1ccc(CCNC(=O)COC(=O)COc2ccc(Br)cc2)cc1OCC	-0.5	-2	5	1	3	-4.2	-4.3	-0.8	-0.7
Cc1cc(Cl)c(C)c(S(=O)(=O)N2CCN(C(=O)C3CCCO3)CC2)c1Cl (configuration not stated)	1.7	0	0	-3	0	4.5	-2.3	-2.7	0.6
OCc1ccc(N=Nc2ccccc2)cc1	-2.0	0	19	-4	?	3.8	-0.3	0.5	0.8
O=C(CN1CCCC1=O)Nc1ccccc1	0.9	-2	-9	7	0	0.1	0.8	-0.2	-3.2
CCCCc1nc2ccccc2c(NC(=O)CN(CC)CC)c1CCC	3.0	-1	0	4	?	-1.3	-1.8	1.0	-4.4
CC1=C(C(=O)Nc2cc(C(=O)NCCCOC(C)C)ccc2C)SCCO1	-0.9	7	12	3	26	0.8	-1.7	-0.7	0.2
O=C(Cn1cnc2ccccc21)OCC(=O)N1CCc2ccccc2C1	-0.3	3	9	1	-36	-0.6	1.1	-2.4	-2.1
Cc1ccc(F)c(S(=O)(=O)NC(=O)C2(C)CCN2C(=O)c2ccc(C(F)(F)F)nc2C)c1 (configuration not stated)	-0.8	-7	12	2	4	0.2	·	·	-0.6
Cc1ccc(S(=O)(=O)CCC(=O)N2CCN(c3ccc([N+](=O)[O-])cc3)CC2)cc1	-0.5	-2	6	-7	0	0.2	0.6	0.8	-3.2
O=C(NN=C1CCCC1)c1ccc(Br)cc1	-1.7	-5	2	-1	10	-0.6	-0.7	-1.4	-1.4
CN(C)c1cc[n+](CC(=O)Nc2ccc(Oc3ccccc3)cc2)cc1	·	-2	0	-6	2	-0.2	-0.8	-0.2	-4.5
O=C1N[C@@H](c2ccccc2)COC(=O)[C@@H](Cc2ccc(F)cc2)C/C=C\C[C@H]1CC(=O)N(CCO)Cc1ccccc1	-1.0	-2	10	5	-3	0.2	-1.8	-0.9	-2.0

(continued)
SMILES	BioA inh	Anthrax LF inh2	GDH-TPI counter	Mtb FBA inh	BoNT F protease	BoNT A protease	UGM FP inh	PfHsp40 yeast	FadD28 FP inh
CCn1c(CNC(=O)c2cccnc2)cc2ccccc21	0.2	3	2	1	-15	-4.1	-1.6	0.1	-2.2
CC(C)OC(=O)CN1C(=O)C(C)(C)Oc2ccc(C(=O)NC(C)(C)C)cc21	0.3	-9	-4	-3	-4	-0.1	-0.9	-0.6	-4.6
CCCCN1C(=O)C(CC(=O)NC(c2ccccc2)c2ccccc2)CC(C(=O)N(C)C)=C1C (configuration not stated)	0.9	-8	7	0	3	-0.5	·	·	-1.0
O=C(c1ccc2snnc2c1)N1CCCC1	·	0	-3	2	-6	-0.6	1.3	-0.5	0.3
N#Cc1c(-c2ccccc2)ccnc1Oc1ccccc1	-0.5	-2	0	-1	-5	0.2	5.2	1.3	-4.2
CSc1nsc(NC(=O)OCc2ccc(Cl)cc2)n1	1.4	-9	4	-3	8	-7.4	0.5	2.9	-0.4
COc1ccccc1N1CCN(S(=O)(=O)CCNC(=O)CCc2ccccc2)CC1	-3.6	5	12	5	2	-0.5	·	·	-0.8
O=C(Nc1ccc(OC(F)(F)F)cc1)c1ccc2nccnc2c1	-1.0	-1	-1	-2	-3	-0.3	0.1	1.4	-5.5
CN(C)c1nc(N(C)C)nc(N2CCCCC2)n1	-0.6	23	-1	0	3	?	1.5	-1.1	0.9
Cc1ccc(F)c(S(=O)(=O)NC(=O)C2(C)CCN2C(=O)c2ccc(C3CCCCC3)cc2)c1 (configuration not stated)	0.1	5	-3	2	2	0.1	·	·	-2.4
Cc1ccc(Nc2c(-c3ccccn3)nc3ccc(C)cn23)cc1	-2.3	0	13	5	6	-3.4	0.3	2.6	-1.5
Brc1ccc2oc(-c3ccn[nH]3)cc2c1	-1.7	-1	-10	2	?	2.8	0.8	·	-0.3
O=C(COC(=O)Cn1cnc2ccccc21)Nc1ccc(F)c(F)c1	12	-1	7	0	1	0.0	3.6	0.1	-2.9
COc1cccc(-c2csc(N3CCN(CC(=O)NNC(=O)c4ccco4)CC3)n2)c1	·	-5	0	3	-7	-1.3	1.2	-1.4	-1.2
CC(C)CNC(=S)N1CCC(NC(=O)c2ccco2)CC1	·	-5	-4	-2	-1	0.3	-1.4	0.2	-2.3
COc1ccc(OC(=O)COc2ccc(C)cc2)cc1	-0.7	-4	1	2	2	0.1	1.0	-0.8	-4.2
Cc1ccc(Nc2nc(N/N=C\c3ccc4c(c3)OCO4)nc(N3CCOCC3)n2)cc1	-0.1	-8	14	2	0	-2.3	1.0	-0.8	-3.3
C=CCNC(=S)/C(=C(/[O-])c1ccccc1Br)[n+]1ccccc1	1.5	-4	12	0	-6	1.1	-1.1	1.0	-1.7
O=C(COC(=O)COc1cccc(C(F)(F)F)c1)Nc1ccc(N2CCOCC2)cc1	1.6	3	1	1	-7	-0.5	-1.2	0.1	-0.7
O=C(NCCCO)/C(=C\C=C\c1ccccc1)NC(=O)c1ccccc1Cl	-0.2	-2	35*	0	-2	-0.6	0.6	-0.1	0.7
COc1ccc(CNC(=O)c2ccc3c(c2)N(C)C(=O)CS3=O)cc1 (configuration not stated)	0.3	1	-1	1	-5	-0.9	1.4	2.4	-3.5
O=C1C2CCCCC2C(=O)N1Cc1ccccc1 (configuration not stated)	·	0	11	-2	8	-0.2	4.0	-0.7	-1.1
CCc1ccc(-c2csc(NC(=O)C3=COCCO3)n2)cc1	-1.1	0	10	-1	3	0.2	2.7	1.5	-1.7
COCOCCn1cc(CN2CCS(=O)(=O)N(Cc3ccc(-c4ccc(F)cc4)cc3)C(CC(C)C)C2=O)nn1 (configuration not stated)	-0.2	-2	1	-1	3	-0.2	·	·	-6.6
C/C(CCc1oc2ccccc2c1-c1ccc(C)o1)=N/O	-1.6	-4	-3	0	-2	-0.8	1.6	-0.4	-4.3

Sorted by length of the SMILES (low to high): part of the list above
SMILES	BioA inh	Anthrax LF inh2	GDH-TPI counter	Mtb FBA inh	BoNT F protease	BoNT A protease	UGM FP inh	PfHsp40 yeast	FadD28 FP inh
CN(C)c1nc(N(C)C)nc(N2CCCCC2)n1	-0.6	23	-1	0	3	?	1.5	-1.1	0.9
CSc1nsc(NC(=O)OCc2ccc(Cl)cc2)n1	1.4	-9	4	-3	8	-7.4	0.5	2.9	-0.4
COc1ccc(CNC(=O)c2ccc3c(c2)N(C)C(=O)CS3=O)cc1 (configuration not stated)	0.3	1	-1	1	-5	-0.9	1.4	2.4	-3.5
O=C(NCCCO)/C(=C\C=C\c1ccccc1)NC(=O)c1ccccc1Cl	-0.2	-2	35*	0	-2	-0.6	0.6	-0.1	0.7
COc1ccccc1N1CCN(S(=O)(=O)CCNC(=O)CCc2ccccc2)CC1	-3.6	5	12	5	2	-0.5	·	·	-0.8
CC(C)OC(=O)CN1C(=O)C(C)(C)Oc2ccc(C(=O)NC(C)(C)C)cc21	0.3	-9	-4	-3	-4	-0.1	-0.9	-0.6	-4.6
Cc1ccc(Nc2nc(N/N=C\c3ccc4c(c3)OCO4)nc(N3CCOCC3)n2)cc1	-0.1	-8	14	2	0	-2.3	1.0	-0.8	-3.3
CCCCN1C(=O)C(CC(=O)NC(c2ccccc2)c2ccccc2)CC(C(=O)N(C)C)=C1C (configuration not stated)	0.9	-8	7	0	3	-0.5	·	·	-1.0
Cc1ccc(F)c(S(=O)(=O)NC(=O)C2(C)CCN2C(=O)c2ccc(C3CCCCC3)cc2)c1 (configuration not stated)	0.1	5	-3	2	2	0.1	·	·	-2.4
COCOCCn1cc(CN2CCS(=O)(=O)N(Cc3ccc(-c4ccc(F)cc4)cc3)C(CC(C)C)C2=O)nn1 (configuration not stated)	-0.2	-2	1	-1	3	-0.2	·	·	-6.6

Going on with the list:
SMILES	BioA inh	Anthrax LF inh2	GDH-TPI counter	Mtb FBA inh	BoNT F protease	BoNT A protease	UGM FP inh	PfHsp40 yeast	FadD28 FP inh
COc1cccc(/C=N\NC(=O)C2=NNC(=O)C2C)c1O (configuration not stated)	·	1	18	-1	-2	-0.1	2.2	5.2	0.9
COc1cccc(NC(=O)CSc2nc3ccccc3c(=O)n2CCCC(=O)N2CCCC2)c1	9.7	-3	-4	-3	1	?	0.1	-0.2	-3.3
CCC1NC(=O)c2cc(S(N)(=O)=O)c(Cl)cc2N1 (configuration not stated)	-0.4	-8	5	12	-13	-1.6	-2.2	-0.7	-0.2
CCc1cc(=O)oc2c3c(cc(OCC(=O)NCCCn4ccnc4)c12)OC(C)(C)CC3	?	0	5	164*	5	-0.1	0.2	-0.1	-2.5
CC(C)C(C)(C#N)NC(=O)CSc1nc2scc(-c3ccccc3)c2c(=O)[nH]1 (configuration not stated)	-1.7	-4	-3	-1	-12	-0.3	-3.1	1.5	-6.2
Cc1ccc(C)n1CCN1CCN(C(=O)CC#N)CC1	·	0	5	-5	-5	-0.4	2.6	-0.5	-1.9
CC(=O)NCc1ccc(-c2csc(N)n2)s1	2.5	-9	15	-3	-10	-0.6	-0.2	-1.4	-2.0
Cc1ccc(C(=O)N2CCCC(N(C)Cc3ccccc3)C2)s1 (configuration not stated)	2.0	0	-1	3	-7	-1.4	-2.7	-0.6	1.1
Cc1c(C(=O)Nc2cccc(S(=O)(=O)N3CCCC3)c2)oc2ccccc12	-3.1	-4	7	1	4	0.1	3.6	0.2	-4.7
Cn1nc(C(=O)NCc2cccc(F)c2)cc1C(=O)NCc1cccc(F)c1	0.1	-3	2	2	-4	-5.7	1.0	0.6	-1.1
